FadD28 binding: inhibitors of FadD28 bisubstrate probe binding, primary screen, biochemical, fluorescence polarization, single point; inhibition, % at 12.5 µM; hit rate 0.22% among 360,000; AID 588549, 2011; in the data active = inhibition above about 8.5%, passing the limit was not always enough
TcdB GH inh: TcdB glycohydrolase inhibitors, primary screen, biochemical, single point, plate reader. Toxin B (Clostridioides difficile), P18177. TcdB glycohydrolase enzymatic assay. inhibition, % at 9.99 µM. hit rate 0.24% among 350,000. AID 652162, 2013; in the data active = inhibition above about 10%
Mtb FBA inh: Mtb FBA enzyme inhibitors, primary screen, biochemical, fluorescence, strain H37Rv; Fructose-bisphosphate aldolase (Mycobacterium tuberculosis (strain ATCC 25618 / H37Rv)), …; purified M. tuberculosis FBA, fluorescence read-out; inhibition, % at 1 µM; hit rate 2.3% among 360,000; AID 588726, 2011; in the data active = inhibition above about 27%;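 also: 0% = vehicle and 100% = reference inhibitor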
UGM FP inh: M. tuberculosis UGM enzyme inhibitors, primary screen, biochemical, fluorescence polarization, single point; UDP-galactopyranose mutase (Mycobacterium tuberculosis (strain ATCC 25618 / H37Rv)), …; inhibition, % at 10 µM; hit rate 0.06% among 320,000; purified UGM, fluorescence polarization probe displacement; AID 504406, 2011; in the data active = inhibition above about 10%, passing the limit was not always enough
GDH-TPI inh: GDH-TPI coupling enzyme inhibitors, primary screen, artefact control for M. tuberculosis FBA inhibitor project, biochemical, absorbance, full deck; GDH-TPI coupled enzyme counterscreen, NADH absorbance; inhibition, % at 4.8 µM; hit rate 1.2% among 360,000; in the data active = inhibition above about 30%;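 also: 0% = DMSO wells and 100% = wells lacking the enzyme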
Y pestis TopoI: Yersinia pestis topoisomerase I inhibitors, primary screen, biochemical, cleavage product accumulation, plate reader, single point; hit rate 0.064% among 360,000; AID 504884, 2011; activity, % at 10 µM; DNA topoisomerase I (Yersinia pestis CO92); Y. pestis Topo-I cleavage product accumulation; in the data active = activity above about 50%, passing the limit was not always enough; also: inactives centre near 2
Mtb BioA inh: M. tuberculosis BioA enzyme inhibitors, primary screen, biochemical, plate reader, single point, HTS | hit rate 0.096% among 360,000 | AID 602481, 2012 | purified M. tuberculosis BioA enzyme | 7,8-diaminopelargonic acid synthase BioA (Mycobacterium tuberculosis) | inhibition, % at 9.99 µM; in the data active = inhibition above about 40%
Vc quorum ag: inducers of Vibrio cholerae quorum light production without autoinducers, primary screen, BH1578 luxS cqsA deficient, single point | V. cholerae BH1578 lux reporter, luminescence, 6 h | activation, % at 18.7 µM | hit rate 0.16% among 350,000 | AID 588436, 2011; in the data active = activation mostly above about 9.7%, no sharp cut-off; also: not every result past the cut was called active; inactives centre near 0; reference of the scale not given here
PfHsp40 rescue: rescue of yeast from PfHsp40 toxicity, primary screen, S. cerevisiae, ATP luminescence. S. cerevisiae expressing PfHsp40, growth rescue. growth rescue, % at 12.5 µM. hit rate 0.68% among 340,000. AID 504582, 2011; in the data active = growth rescue above about 28%, passing the limit was not always enough;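 also: yeast W303a lacking pdr1 and pdr3 grown in galactose medium; growth measured after three days at 30 °C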
Active calls of the source: *; i = inactive; · = no result given; & = joins results of further samples.

SMILES	FadD28 binding	TcdB GH inh	Mtb FBA inh	UGM FP inh	GDH-TPI inh	Y pestis TopoI	Mtb BioA inh	Vc quorum ag	PfHsp40 rescue
CCCCOc1ccc(C2/C(=C(\O)c3ccc4c(c3)OCCO4)C(=O)C(=O)N2CCCN2CCOCC2)cc1 (centres undefined)	0.5	0.6	0	1.8	10	30	-0.5	i	-0.3
COc1cc2ccccc2cc1C(=O)N(CCN(C)C)c1nc2c(OC)ccc(OC)c2s1	0.3	0.2	1	1.9	18	-5	-2.1	-0.3	-0.6
O=C(Cc1ccc(Cl)c(Cl)c1)Nc1ccccc1N1CCCC1	-0.2	-1.7	4	2.0	10	-7	-1.5	i	4.0
Cc1cc(C)cc(C(=O)NCCN2CCOCC2)c1	-2.0	0.8	0	-0.7	-1	-20	-0.5	-2.0	-0.8
Cc1ccc2c(c1)N(C(=O)CCC(=O)NC1CCN(Cc3ccccc3)CC1)CC(C)O2 (centres undefined)	-2.2	0.9	0	-0.5	-4	9	0.3	-0.2	-0.6
N#Cc1ccc(CSC2=NCCN2)cc1	-1.5	1.8	1	-0.3	6	-6	·	-0.2	-1.0
Cc1ccc(Cn2c(C3CCCN3c3nc(C)cs3)nc3cc(C(F)(F)F)ccc32)cc1 (centres undefined)	-7.4	·	0	-0.7	5	34	-2.1	-0.8	0.3
O=C(CCNC(=O)c1ccc(Br)cc1)NCc1ccncc1	0.5	-0.1	1	-0.2	6	10	0.1	i	-1.7
O=c1c2ccccc2nc2ccc(N3CCOCC3)nn12	1.3	·	1	-2.3	13	3	-0.4	i	0.7
Cn1c(O)c(N=Nc2cccc(S(=O)(=O)N3CCOCC3)c2)c(=O)n(C)c1=O	-2.8	-4.0	-4	0.4	29	-1	0.7	-0.3	-0.1
Nn1c(SCC(=O)Nc2ccc3c(c2)OCO3)nnc1-c1cccc(Cl)c1	0.6	·	1	1.4	16	-15	0.1	-0.2	0.6
COc1ccc(OC)c(NC(=O)CC2C(=O)NCCN2C(=O)Nc2cccc(Cl)c2)c1 (centres undefined)	-2.2	·	-3	0.5	13	-2	1.0	i	0.3
CC(CC(=O)O)NCC1COc2ccccc2O1 (centres undefined)	-3.7	-0.5	-2	1.1	-8	6	0.5	-2.4	-0.2
COCCNC(=S)N(Cc1cccs1)Cc1cc2cccc(C)c2[nH]c1=O	-3.3	-0.3	-4	-2.6	11	-1	·	i	1.8
CCCCC(CC)CNC(=O)CN1C(=O)NC2(CCc3ccccc32)C1=O (centres undefined)	-4.6	0.5	0	3.4	-1	15	·	-0.1	2.6
O=C(/C=C/c1ccccc1)COC(=O)c1ccccc1	-1.9	1.3	3	·	9	2	-0.7	-3.4	0.5
CC1CCC(N2CCN(S(C)(=O)=O)CC2)CC1 (centres undefined)	0.2	1.0	56*	0.7	6	5	-1.0	i	-0.3
CN1CCN(C(=O)CSc2nc(-c3ccncc3)ccc2C#N)CC1	-4.4	·	4	-1.9	7	-1	1.2	-1.6	-1.3
O=C(CN(Cc1ccco1)C(=O)c1ccccc1F)Nc1ccccc1C(F)(F)F	-2.4	1.7	4	2.4	11	-1	-1.8	-0.3	-0.4
CCOC(=O)C1=C(C)NC(=O)NC1c1ccc(N(C)C)cc1 (centres undefined)	-3.0	-0.7	1	·	-4	-6	-0.9	-0.2	-0.6
CCC12CN3CCN(CC(C3)/C1=N\O)C2	-2.2	·	5	-0.1	2	-2	-0.7	i	-1.6
Cc1ccc(N(C(=O)Nc2ccccc2)C2=NCCC2)cc1	-2.6	1.8	2	2.0	-2	28	0.4	0.8	1.1
CC(=O)Nc1ccc(S(=O)(=O)Nc2nc(-c3ccc(C(C)(C)C)cc3)cs2)cc1	6.8	·	-2	-2.0	4	9	2.5	-3.8	-0.2
COc1ccc(NC(=S)NC2CCCCC2)c(OC)c1	0.0	-0.4	5	4.3	-4	0	·	-0.4	-0.6
COc1ccc2nc(NC3=NCCN3)sc2c1	-2.0	-1.9	-4	-0.7	-1	-2	1.3	0.4	126*
O=C(Cn1ncc2c1-c1ccccc1OC2)Nc1ccc(Cl)cn1	3.8	1.2	4	-1.3	1	6	2.5	-0.6	-0.9
O=C(Nc1ccc(C(=O)NCC2CCN(Cc3ccccc3F)CC2)cc1)C1=CSCCO1	0.0	2.3	0	-0.4	15	-1	1.3	-2.0	1.5
Cn1ncc2c1ncn1nc(CCc3ccccc3)nc21	-0.4	0.5	0	1.2	11	2	-0.2	-0.7	-0.7
CN1C(=O)NC(=O)/C(=C/c2ccc([N+](=O)[O-])s2)C1=O	-2.7	-5.1	-3	5.2	27	0	-1.3	-1.9	-0.4
CCCc1cc(=O)[nH]c(SCCN2C(=O)c3ccccc3C2=O)n1	-3.3	2.6	0	1.2	-10	9	·	0.4	0.3

Part of the list above in order of length of the SMILES, low to high:
SMILES	FadD28 binding	TcdB GH inh	Mtb FBA inh	UGM FP inh	GDH-TPI inh	Y pestis TopoI	Mtb BioA inh	Vc quorum ag	PfHsp40 rescue
CCC12CN3CCN(CC(C3)/C1=N\O)C2	-2.2	·	5	-0.1	2	-2	-0.7	i	-1.6
Cn1ncc2c1ncn1nc(CCc3ccccc3)nc21	-0.4	0.5	0	1.2	11	2	-0.2	-0.7	-0.7
CC(=O)Nc1ccc(S(=O)(=O)Nc2nc(-c3ccc(C(C)(C)C)cc3)cs2)cc1	6.8	·	-2	-2.0	4	9	2.5	-3.8	-0.2

(listing goes on)
SMILES	FadD28 binding	TcdB GH inh	Mtb FBA inh	UGM FP inh	GDH-TPI inh	Y pestis TopoI	Mtb BioA inh	Vc quorum ag	PfHsp40 rescue
CC(=O)NC(c1ccccc1)c1nc(-c2cccc(C#N)c2)cs1 (centres undefined)	-0.3	1.5	0	·	1	5	-1.3	0.4	·
Cc1cc(OCCCC(=O)NC2=NCCS2)ccc1Cl	0.1	·	1	0.8	-5	7	1.6	i	-0.6
O=C(Nc1ccnn1C1CCN(C(=O)c2ccc(F)c(Cl)c2)CC1)C1CC1	0.3	1.8	6	1.2	11	-3	0.0	-0.6	0.6
O=C(CSc1nc2ncccc2[nH]1)Nc1ccccc1-c1ccccc1	-1.0	1.0	1	0.1	2	8	1.0	-2.0	0.6
Cc1cc(C)cc(OCC(=O)O/N=C(\N)c2cccnc2)c1	0.7	1.0	0	·	-1	7	-0.9	i	·
COc1ccc(-c2csc(NC(C)=O)n2)cc1OC	-2.8	·	3	0.1	-3	1	3.1	-1.6	-0.6
Cc1ccccc1C(=O)NCCN=C1NS(=O)(=O)c2ccccc21	-2.1	-0.5	1	1.0	3	3	-1.0	-0.2	0.2
CCOc1ccc(=O)n(-c2ccccc2)n1	-3.0	0.8	2	2.4	7	-6	-0.5	i	-0.5
CCOC(=O)c1c(C)[nH]c(C(=O)NNC(=O)c2ccc(C(C)(C)C)cc2)c1C	-1.2	-1.7	2	-0.5	5	15	·	-0.4	-1.0
COc1ccc(CCNC(=O)Cn2ccc3c(OC)cccc3c2=O)cc1OC	-3.9	1.1	3	-1.4	6	4	·	-0.2	0.4
COC(=O)c1ccc(NC(=O)Cn2c(-c3nonc3N)nc3ccccc32)cc1	-3.8	-2.5	-10	0.9	3	1	·	-0.3	12
O=C(NCc1ccccn1)c1cccc(S(=O)(=O)Nc2ccc(SC(F)F)cc2)c1	-9.6	2.7	0	0.1	2	7	6.0	i	-0.2
COc1cccc(-c2cc(C(=O)Nc3cc(C)n(Cc4ccc(Cl)cc4)n3)no2)c1	0.6	0.0	-1	-1.6	5	16	-0.5	-0.5	-1.4
CC1=CC(C)(C)NC(=S)N1c1cccc(Cl)c1	-2.5	9.7	3	·	-2	14	-0.7	i	0.3
Cc1cccc(NC(=O)CCC2CCN(C(=O)C3CC=CCC3)CC2)c1 (centres undefined)	-1.0	0.0	-2	-0.1	3	24	0.8	i	0.5
Cc1nccn1CC(=O)N/N=C/c1cccs1	-3.5	1.0	-6	1.8	2	-2	·	-0.5	0.6
Cc1ccc(SCC(=O)OCC(=O)N(CC(C)C)c2c(N)n(Cc3ccccc3)c(=O)[nH]c2=O)c(C)c1	-4.7	2.7	0	-1.9	-8	25	0.9	5.6	0.6
CC(C)NC(=O)C(c1ccc(F)cc1)N(Cc1ccco1)C(=O)CCC(=O)Nc1ccccn1 (centres undefined)	-2.9	1.0	1	1.1	4	-3	-0.5	-0.5	-0.5
COc1ccccc1CC(=O)N1CCN(S(=O)(=O)c2cccs2)CC1	-0.5	-2.6	0	-0.4	3	-1	0.4	i	0.0
S=C(NC1CCCCC1)N(CCc1ccccc1)CCc1ccccc1	1.7	·	1	1.3	-2	-2	·	-0.3	2.1

Whole records, quoted from the list.
`COc1ccc2nc(NC3=NCCN3)sc2c1` as listed: FadD28 binding: -2.0; TcdB GH inh: -1.9; Mtb FBA inh: -4; UGM FP inh: -0.7; GDH-TPI inh: -1; Y pestis TopoI: -2; Mtb BioA inh: 1.3; Vc quorum ag: 0.4; PfHsp40 rescue: 126*
`O=C(CCNC(=O)c1ccc(Br)cc1)NCc1ccncc1` as listed: FadD28 binding: 0.5; TcdB GH inh: -0.1; Mtb FBA inh: 1; UGM FP inh: -0.2; GDH-TPI inh: 6; Y pestis TopoI: 10; Mtb BioA inh: 0.1; Vc quorum ag: i; PfHsp40 rescue: -1.7
`O=C(CN(Cc1ccco1)C(=O)c1ccccc1F)Nc1ccccc1C(F)(F)F` as listed: FadD28 binding: -2.4; TcdB GH inh: 1.7; Mtb FBA inh: 4; UGM FP inh: 2.4; GDH-TPI inh: 11; Y pestis TopoI: -1; Mtb BioA inh: -1.8; Vc quorum ag: -0.3; PfHsp40 rescue: -0.4

Exported with two lines to a compound: entries from further up
Every second line gives: FadD28 binding | TcdB GH inh | Mtb FBA inh | UGM FP inh | GDH-TPI inh | Y pestis TopoI | Mtb BioA inh | Vc quorum ag | PfHsp40 rescue
Cc1nccn1CC(=O)N/N=C/c1cccs1
 : -3.5 | 1.0 | -6 | 1.8 | 2 | -2 | · | -0.5 | 0.6
Cc1ccc(SCC(=O)OCC(=O)N(CC(C)C)c2c(N)n(Cc3ccccc3)c(=O)[nH]c2=O)c(C)c1
 : -4.7 | 2.7 | 0 | -1.9 | -8 | 25 | 0.9 | 5.6 | 0.6
CC(C)NC(=O)C(c1ccc(F)cc1)N(Cc1ccco1)C(=O)CCC(=O)Nc1ccccn1 (centres undefined)
 : -2.9 | 1.0 | 1 | 1.1 | 4 | -3 | -0.5 | -0.5 | -0.5
COc1ccccc1CC(=O)N1CCN(S(=O)(=O)c2cccs2)CC1
 : -0.5 | -2.6 | 0 | -0.4 | 3 | -1 | 0.4 | i | 0.0
S=C(NC1CCCCC1)N(CCc1ccccc1)CCc1ccccc1
 : 1.7 | · | 1 | 1.3 | -2 | -2 | · | -0.3 | 2.1

Carrying on:
SMILES	FadD28 binding	TcdB GH inh	Mtb FBA inh	UGM FP inh	GDH-TPI inh	Y pestis TopoI	Mtb BioA inh	Vc quorum ag	PfHsp40 rescue
O=C1SCC(c2ccc(Cl)cc2Cl)=NN1Cc1nnc(-c2ccccc2)o1	-2.5	·	-4	-1.6	5	16	-0.7	-0.2	-0.6
CC(=O)/C(=N/Nc1ccccc1Cl)Sc1nnc(C(O)c2ccccc2)n1-c1ccccc1 (centres undefined)	0.0	·	-2	-3.3	9	8	-0.8	-0.2	-1.0
CCN(CC)CCNC(=O)c1c(C)n(-c2ccccc2)c2cc(Br)c(OC)cc12	-11	·	0	0.2	3	-7	11	-3.0	-0.8
C[C@@H]1CN([C@@H](C)CO)C(=O)CCCn2nncc2CO[C@H]1CN(C)S(=O)(=O)c1ccc(F)cc1	-1.6	0.1&0.2&0.6	-1	·	6	8	-2.0&-1.4	-0.4	·
